ERp5 block – inhibitors of human ERp5 | inhibition, % at 9.99 µM | Q15084 | hit rate 0.05% among 350,000 | ERp5 insulin aggregation, absorbance 650 nm, 90 min;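 active = mean replicate inhibition above about 25%, with every replicate also reaching it, limit read from the data, passing the limit was not always enough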
Target sequence (Q15084 whole entry, looked up): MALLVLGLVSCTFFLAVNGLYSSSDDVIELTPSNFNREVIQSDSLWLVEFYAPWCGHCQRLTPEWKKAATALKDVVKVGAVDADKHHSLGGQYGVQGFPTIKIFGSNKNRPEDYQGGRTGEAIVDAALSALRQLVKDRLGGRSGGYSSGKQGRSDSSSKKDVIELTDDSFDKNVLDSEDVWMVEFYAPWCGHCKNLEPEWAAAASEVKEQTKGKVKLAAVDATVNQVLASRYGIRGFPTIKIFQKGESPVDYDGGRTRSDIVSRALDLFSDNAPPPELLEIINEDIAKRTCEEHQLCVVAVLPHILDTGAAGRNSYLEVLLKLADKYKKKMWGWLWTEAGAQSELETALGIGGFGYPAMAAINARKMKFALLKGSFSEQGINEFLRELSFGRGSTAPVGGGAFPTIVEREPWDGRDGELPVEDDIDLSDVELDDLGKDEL
RAD52 inh – inhibitors of human RAD52 DNA annealing; recombinant RAD52 DNA annealing, FRET fluorescence; inhibition, % at 18.7 µM; hit rate 0.46% among 360,000; P43351;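 active = every replicate showing at least 50% inhibition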
Target sequence (P43351 whole entry, looked up): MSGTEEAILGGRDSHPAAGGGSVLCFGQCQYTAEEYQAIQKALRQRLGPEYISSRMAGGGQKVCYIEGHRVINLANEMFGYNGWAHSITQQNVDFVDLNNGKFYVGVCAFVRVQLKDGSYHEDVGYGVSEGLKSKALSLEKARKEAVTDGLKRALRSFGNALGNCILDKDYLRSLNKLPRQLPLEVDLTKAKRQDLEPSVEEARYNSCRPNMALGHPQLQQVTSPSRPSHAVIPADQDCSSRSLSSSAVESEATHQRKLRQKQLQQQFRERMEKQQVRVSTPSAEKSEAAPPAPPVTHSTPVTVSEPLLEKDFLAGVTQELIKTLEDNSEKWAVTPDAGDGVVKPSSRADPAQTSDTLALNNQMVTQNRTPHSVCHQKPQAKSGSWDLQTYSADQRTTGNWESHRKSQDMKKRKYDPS
esBAF inh – inhibitors of esBAF chromatin remodeling in mouse ES cells; AID 602393; Bmi1-luciferase knock-in reporter, 24 h; 100% = twice the neutral-well signal; reporter increase, % at 12.5 µM; hit rate 2% among 350,000; in the data active = activation above about 40%;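 note: 0% = median of the plate's neutral control wells and 100% = double that signal; a rise in the Bmi1 reporter signal indicates esBAF inhibition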
E-selectin induc – E-selectin induction on HUVECs | hit rate 0.37% among 260,000 | activation, % at 7.58 µM | AID 686992 | HUVEC E-selectin immunofluorescence imaging; normalized: neutral wells 0, TNF-alpha wells 100;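 active = mean E-selectin-positive cell signal at least 10% of the positive control, reached in at least 60% of replicates, without over 20% cell loss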;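 note: in these data hits start at about 27%; measured in HUVEC primary endothelial cells; signal is the percent of cells scored E-selectin positive by PE staining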
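Test system: HUVEC | Signal: Immunofluorescence imaging | Read-out: Percent E-selectin-positive cells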
RAD54 branch – blocks human RAD54 Holliday junction branch migration. hit rate 0.14% among 360,000. AID 602329. Q92698. inhibition, % at 10.4 µM. FAM/BHQ fluorescence;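 active = mean normalized replicate activity at least 40 and at least half of replicates scoring 40 or more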;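 note: 0% = median of neutral control wells and 100% = median of positive control wells; inhibitors cause a drop in the FAM fluorescence signal; in these data hits start at about 50%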
S100A4 inh HTS – blocks human S100A4 binding to myosin IIA peptide | P26447 | inhibition, % at 10.7 µM | S100A4/TAMRA-MyoIIA peptide fluorescence polarization | hit rate 0.14% among 360,000 | AID 652163;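 active = mean inhibition of at least 70% across replicates, with every replicate also reaching that level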
Target sequence (P26447 whole entry, looked up): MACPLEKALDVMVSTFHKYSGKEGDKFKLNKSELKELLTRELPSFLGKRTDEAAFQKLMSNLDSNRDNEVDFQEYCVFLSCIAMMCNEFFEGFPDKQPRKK
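Test system: S100A4 monomer protein; Medium: HEPES pH 7.2 with CaCl2, KCl, NaCl, DTT, Triton; Probe or stimulus: TAMRA-labelled myosin IIA heavy-chain peptide probe, 5 nM; Doses: one dose per compound; Times: polarization read 5 min after assay mix addition, stable 5–60 min; Benchmarks: neutral control DMSO, positive control TFP.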
XiGFP reactiv – reactivates the inactive X chromosome in mouse fibroblasts. XiGFP mouse fibroblasts, % GFP-positive cells imaging, 3 d; cells co-treated with 5-aza-dC sensitizer; scaled so ellipticine positive control = 100%. activation, % at 7.58 µM. hit rate 0.055% among 360,000;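 active = mean normalized replicate activation at least 10% and every replicate at or above 10%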;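 note: 0% = median of on-plate neutral control wells and 100% = ellipticine 6 µM median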
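material = 68-5-11 XiGFP fibroblast line | medium = DMEM plus 5-aza-dC sensitizer | schedule = 3 days compound exposure | benchmarks = positive control ellipticine, 6 µM final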
ERAP1 inh – blocks human ERAP1 aminopeptidase activity. Q9NZ08. recombinant ERAP1, Leu-AMC fluorescence, 60 min. inhibition, % at 10.7 µM. hit rate 0.15% among 340,000. AID 652197;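 active = mean replicate inhibition of at least 30%, or all replicates individually reaching that 30% level; inactive = mean below 30% and not every replicate reaching it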;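 note: 0% = neutral control wells and 100% = L-leucinethiol positive control wells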
* = called active by the depositor; nt = no result given; & = joins results of further samples.

SMILES | ERp5 block | RAD52 inh | esBAF inh | E-selectin induc | RAD54 branch | S100A4 inh HTS | XiGFP reactiv | ERAP1 inh
Cc1ccc(OCC(=O)NN2C(=O)c3ccccc3C2=O)cc1 | 1 | 22 | 5 | 0.8 | -9 | -2 | 0.2 | 0
CCOCCCn1c(SCC(=O)Nc2cccc(OC)c2)nc2ccccc2c1=O | -1 | -7 | 10 | -0.4 | -12 | 1 | 0.0 | -5
O=C(CSc1nnc(CNC(=O)c2ccc(F)cc2)o1)Nc1ccc2c(c1)OCO2 | 6 | -9 | nt | -0.1 | -16 | -4 | -0.2 | 3
N#CCCN(C(=O)COC(=O)C1CCN(c2ccc(C(F)(F)F)cn2)CC1)c1ccc(F)cc1 | 4 | -10 | 10 | 1.1 | -2 | 1 | 0.0 | -2
COc1ccc2ccccc2c1/C=N/NC(=O)c1ccc(C)nc1 | 4 | 0 | -9 | -0.1 | 13 | -1 | 0.1 | -6
CC(=O)Nc1ccc(SCc2ncc(-c3ccccc3)o2)cc1 | 2 | -16 | 55* | nt | -46 | 4 | 0.1 | 1
O=C(C[C@@H]1CC[C@H]2[C@@H](COC[C@@H](O)CN2Cc2ccc(C(F)(F)F)cc2)O1)N1CCc2ccccc2C1 | 3 | -15 | 2 | 0.1 | 4 | -3 | 0.2 | 0
O=C1C=C(c2ccccc2)OC(=O)C1C(=O)c1ccccc1 (configuration not stated) | 2 | 6 | -11 | nt | -5 | -10 | nt | -9
COc1ccc(-c2nc(CS(=O)CC(=O)NC3CCCC3)c(C)o2)cc1OC (configuration not stated) | 1 | -11 | 6 | nt | -8 | 1 | 0.3 | 1
CN(C)c1ccc(/C=N/NC(=O)C(O)c2ccc(Br)cc2)cc1 (configuration not stated) | 1 | -10 | nt | -1.4 | nt | 0 | 0.1 | -6
C[C@H](NC(=O)[C@@H]1Cc2ccccc2CN1)C(=O)NCC1CCCO1 (some centres not stated) | 2 | -8 | -6 | nt | -1 | -4 | 0.0 | -2
O=C(NCC[C@@H]1CC[C@@H](NS(=O)(=O)c2ccc(Cl)cc2)[C@@H](CO)O1)c1ccc2c(c1)OCO2 | -1 | -6 | -1 | -2.2 | -4 | 1 | 0.0 | -3
C/C=C/c1ccc([C@@H]2[C@@H](CO)N3C(=O)CN(C(=O)c4cnccn4)C[C@H]23)cc1 | -5 | -6 | nt | -0.1 | nt | -1 | 0.1 | -2
CCOc1cccc(C2/C(=C(/O)c3ccc4c(c3)CC(C)O4)C(=O)C(=O)N2CCCn2ccnc2)c1 (configuration not stated) | 1 | 17 | -6 | nt | -1 | 0 | 0.1 | 0
Cc1ccc2c(c1)NC(=O)[C@@]1(C)[C@@H](c3ccccc3)[C@H]3COc4ccc(Cl)cc4[C@@H]3N1C2=O | 8 | -21 | 2 | 0.2 | -3 | -2 | -0.2 | 0
O=C(c1ccc(-c2cccc(Cl)c2Cl)o1)N1CCOCC1 | -2 | 1 | 39 | 2.5 | -1 | 7 | 0.3 | 4
Cc1ccnc2nc(NC(=O)c3ccco3)nn12 | 12 | 0 | 34 | 1.2 | 14 | 1 | 0.2 | -1
CC(C)n1ncc2c(C(=O)NCc3cccnc3)cc(C3CC3)nc21 | 2 | -13 | 1 | -0.1 | 5 | -2 | 0.1 | -2
CCc1cc2c(SCc3ccc(C(=O)OC)o3)ncnc2s1 | -1 | -13 | 3 | nt | -5 | -4 | 0.1 | 1
O=c1cc(NS(=O)(=O)c2ccccc2)nc(SCc2c(Cl)cccc2Cl)[nH]1 | 5 | 6 | nt | -2.6 | nt | 0 | 0.0 | 4
O=C(COc1ccc(-c2ccccc2)cc1)N1CCN(C(=O)c2cccs2)CC1 | 5 | -2 | nt | nt | nt | -4 | 0.2 | -3
CC(=O)C(Cc1ccc(Cl)nc1)(Cc1ccc(Cl)nc1)C(C)=O | -2 | -8 | nt | nt | nt | 1 | -0.1 | 1
CCOc1cccc(-c2c(C(=O)N/N=C/c3sccc3C)nnn2-c2nonc2N)c1 | 3 | -23 | 1 | nt | -3 | -6 | 0.0 | 1
O=C(Nc1ccc(Cl)cn1)C1CC1 | -3 | -14 | nt | 3.0 | -2 | 3 | 0.2 | 2
Cc1ccc(NC(=O)NC2CC(=O)N(c3ccc4c(c3)OCCO4)C2)cc1 (configuration not stated) | 2 | -6 | -4 | 0.4 | -3 | 2 | 0.0 | -2
COc1ccc2c3c(n(C)c2c1)[C@H](CO)N(C(=O)C1CCCC1)CC31CN(C(=O)Nc2cccc(F)c2)C1 | -11 | 4 | nt | 0.4 | nt | -1 | 0.0 | -1
Cc1ccc(-c2noc(C3CCCN(S(=O)(=O)c4ccc(S(=O)(=O)N(C)C)cc4)C3)n2)o1 (configuration not stated) | -4 | -22 | nt | nt | nt | 1 | nt | 9
O=C(C[C@@H]1CC[C@H](NC(=O)CN2CCOCC2)[C@H](CO)O1)NC1CCCCC1 | 0 | -5 | -3 | 0.0 | -4 | -2 | -1.1 | -1
CC(C)(C)[C@H]1COC(=O)CCCC/C=C\C[C@H](CC(=O)NCCO)C(=O)N1 | 0 | -13 | 4 | nt | -1 | 4 | 0.1 | 3
COc1cc(OC)cc(C2=Cc3ccccc3C(CC(C)=O)N2c2ccc(C#CC3(N)CCCCC3)cc2)c1 (configuration not stated) | -15 | 91* | nt | -0.1 | nt | 0 | 0.1 | 1
Cc1c(C(=O)NNc2cc(=O)n(C)c(=O)n2C)cccc1[N+](=O)[O-] | 1 | -6 | -6 | nt | -9 | -3 | -0.1 | 0
COc1ccc(S(=O)(=O)N(C)C[C@@H]2Oc3ccc(NS(C)(=O)=O)cc3C(=O)N([C@@H](C)CO)C[C@H]2C)cc1 | -7&-7 | 5&-13 | -1&-8 | 1.5&0.0 | 2&-5 | -6&3 | 0.8&0.0 | -1&2
COc1ccccc1C#Cc1ccc([C@@H]2[C@@H](CO)N3CCCCN(CCC(F)(F)F)C[C@H]23)cc1 | -6 | 43 | -8 | -0.1 | 5 | -1 | 0.4 | 3
Cc1nonc1C1CCCN1Cc1nc(-c2ccccc2Cl)oc1C (configuration not stated) | -2 | -18 | 4 | 0.2 | nt | -4 | -0.2 | nt
CN(CCOc1ccc(Cl)c(Cl)c1)Cc1ccccc1 | 6 | -6 | -3 | nt | 2 | 0 | 0.0 | 0
CC(C)NC(=O)N(C)C[C@@H]1Oc2c(NC(=O)Nc3ccc(F)cc3)cccc2C(=O)N([C@@H](C)CO)C[C@@H]1C | 4 | 9 | 2 | 0.6 | -2 | 3 | -1.1 | 0

Pulled by compound from above, three records:
SMILES | ERp5 block | RAD52 inh | esBAF inh | E-selectin induc | RAD54 branch | S100A4 inh HTS | XiGFP reactiv | ERAP1 inh
O=C(COc1ccc(-c2ccccc2)cc1)N1CCN(C(=O)c2cccs2)CC1 | 5 | -2 | nt | nt | nt | -4 | 0.2 | -3
COc1ccc2c3c(n(C)c2c1)[C@H](CO)N(C(=O)C1CCCC1)CC31CN(C(=O)Nc2cccc(F)c2)C1 | -11 | 4 | nt | 0.4 | nt | -1 | 0.0 | -1
CC(=O)C(Cc1ccc(Cl)nc1)(Cc1ccc(Cl)nc1)C(C)=O | -2 | -8 | nt | nt | nt | 1 | -0.1 | 1

(listing goes on)
SMILES | ERp5 block | RAD52 inh | esBAF inh | E-selectin induc | RAD54 branch | S100A4 inh HTS | XiGFP reactiv | ERAP1 inh
CC1=C(C(=O)N(C)C)CC(CC(=O)NC(c2ccccc2)c2ccccc2)C(=O)N1Cc1ccc(C(C)(C)C)cc1 (configuration not stated) | 3 | 1 | -5 | -0.1 | 4 | -2 | nt | 9
Cn1nc(C(F)(F)F)c(C(=O)Nc2ccc(F)cc2F)c1Cl | 4 | -12 | nt | nt | nt | 3 | 0.0 | 3
CN(C[C@H]1N[C@H](CO)[C@H]1c1ccc(C2=CCCCC2)cc1)S(C)(=O)=O | nt | nt | -4 | -0.1 | 0 | nt | 0.1 | nt
O=C1CCN(CCc2ccccc2)CCN1[C@H](CO)c1ccccc1 | 7 | -5 | -3 | 0.1 | -2 | 1 | 0.1 | -12
O=C(NC1CCCC1)c1ccc([N+](=O)[O-])s1 | 0 | -3 | nt | -1.1 | nt | 3 | 0.1 | -3
COC(=O)Cc1ccc(NC(=S)Nc2ccc(N3CCOCC3)cc2)cc1 | 0 | -4 | -9 | nt | -11 | -3 | 0.0 | -3
CCCCOCC1CN(CCCC)S(=O)(=O)c2c(F)cccc2O1 (configuration not stated) | -1 | -1 | nt | -0.2 | nt | -3 | 0.1 | nt
O=c1ccc(-c2ccccc2)n[nH]1 | 0 | -11 | -7 | nt | 0 | 5 | nt | 0
CN(C)c1ccc(N(C)C)c(C(O)(c2ccccc2)c2ccccc2)c1 | 0 | 41 | nt | 0.1 | nt | -2 | 0.1 | -1
COc1cc(CNC[C@H]2O[C@@H](n3ccc(N)nc3=O)[C@H](O)[C@@H]2O)ccc1OCc1cccc(Cl)c1 | 5 | -10 | -1 | -0.7 | 0 | -4 | 0.3 | 5
COc1cc(OC)cc(C(=O)NCC2CCCN(C(=O)c3csc(C)n3)C2)c1 (configuration not stated) | -2 | -11 | nt | -0.6 | -11 | 2 | 0.0 | 1
CCNC(=S)NN=C1c2ccccc2-c2ccccc21 | 4 | -16 | nt | nt | nt | 9 | 0.0 | 1
COc1ccc(S(=O)(=O)N[C@@H]2CC[C@H](CC(=O)O)O[C@H]2CO)cc1 | 1 | -9 | 0 | -0.1 | -7 | 5 | 0.0 | 2
O=C(/C=C/c1ccccc1[N+](=O)[O-])NCc1ccc(Cl)cc1 | -2 | -35 | nt | -5.9 | nt | -4 | 0.1 | 8
CC1Cc2ccccc2N1C(=O)CCN1C(=O)C2C3C=CC(C3)C2C1=O (configuration not stated) | -4 | 4 | 2 | nt | -4 | 0 | nt | 15
O=C(Nc1ccc(NC(=O)c2ccc([N+](=O)[O-])o2)cc1Cl)c1ccco1 | -1 | 2 | nt | -0.3 | -10 | -2 | 0.1 | 5
O=C1C2C3C=CC(CC3)C2C(=O)N1/N=C/c1ccc(O)cc1 (configuration not stated) | 6 | -4 | 17 | nt | 0 | 2 | nt | -2
COc1ccc(S(=O)(=O)N(CC(=O)Nc2cccnc2)c2ccccc2OC)cc1 | -8 | -11 | -10 | nt | -1 | -7 | nt | -2
C[C@@H]1CN([C@@H](C)CO)C(=O)c2cccc(NC(=O)Nc3cccc4ccccc34)c2O[C@H]1CN(C)C(=O)Nc1cccc2ccccc12 | 16 | -9 | -2 | 0.9 | 8 | -15 | 0.0 | 1
CC(C)NC(=O)N(C)C[C@@H]1Oc2c(NC(=O)C3CCCCC3)cccc2C(=O)N([C@H](C)CO)C[C@H]1C | 6 | 10 | -1 | -0.4 | -2 | 5 | -0.1 | -1
COc1ccc(CN(C)C[C@@H]2OCCCC[C@@H](C)Oc3ccc(NC(=O)Nc4ccc(OC)cc4)cc3C(=O)N([C@@H](C)CO)C[C@H]2C)cc1 | 0 | 9 | 4 | nt | 7 | 7 | 2.7 | -3
CS(=O)(=O)N(CC(=O)N1CCOCC1)c1cccc(Cl)c1Cl | 6 | -15 | -1 | nt | -8 | -13 | 0.0 | 1
C[C@@H]1CN([C@@H](C)CO)C(=O)c2cc(C#CC3CCCCC3)cnc2O[C@H]1CN(C)C(=O)Nc1ccccc1 | 0 | -7 | 7 | -0.1 | 0 | -17 | -0.5 | nt

Whole records, quoted from the list. Order of screens: ERp5 block	RAD52 inh	esBAF inh	E-selectin induc	RAD54 branch	S100A4 inh HTS	XiGFP reactiv	ERAP1 inh
CC(C)NC(=O)N(C)C[C@@H]1Oc2c(NC(=O)C3CCCCC3)cccc2C(=O)N([C@H](C)CO)C[C@H]1C as listed: 6	10	-1	-0.4	-2	5	-0.1	-1
O=C(Nc1ccc(NC(=O)c2ccc([N+](=O)[O-])o2)cc1Cl)c1ccco1 as listed: -1	2	nt	-0.3	-10	-2	0.1	5

Source: PubChem BioAssay (Broad Institute)

This is a random part of the collection; overall some 2.5% were active at least once.
